# LYPLA1 inh = LYPLA1 (human) inhibition in PME1 counter-screen. O75608. recombinant LYPLA1, FP-Rh probe fluorescence polarization. inhibition, % at 5.9 µM. hit rate 0.16% among 320,000. AID 2174;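 active = inhibition above the mean of all tested compounds plus 3 SD, set per campaign, cut at about 14% in these data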;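 note: inhibitors block serine hydrolase probe labeling of LYPLA1 so polarization falls; 0% = enzyme with DMSO and 100% = wells lacking LYPLA1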
# Target sequence (O75608 whole entry, looked up): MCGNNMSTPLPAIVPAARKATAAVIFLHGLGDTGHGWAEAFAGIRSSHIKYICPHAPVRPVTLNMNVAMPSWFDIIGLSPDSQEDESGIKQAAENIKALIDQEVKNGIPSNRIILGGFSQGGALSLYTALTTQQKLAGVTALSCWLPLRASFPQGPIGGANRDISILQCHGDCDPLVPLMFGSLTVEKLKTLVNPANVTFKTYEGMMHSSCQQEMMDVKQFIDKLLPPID
# pPAFAH inh = pPAFAH (human) enzyme inhibition; hit rate 1.5% among 330,000; recombinant pPAFAH, FP-rhodamine probe fluorescence polarization; inhibition, % at 3.39 µM;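 active = inhibition above the mean inhibition across the screen plus 3 SD, cut at about 25% in these data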;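 note: inhibitors block binding of the rhodamine activity-based probe so polarization drops; 0% = enzyme with DMSO and 100% = wells lacking pPAFAH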
# Target sequence (Q13093 whole entry, looked up): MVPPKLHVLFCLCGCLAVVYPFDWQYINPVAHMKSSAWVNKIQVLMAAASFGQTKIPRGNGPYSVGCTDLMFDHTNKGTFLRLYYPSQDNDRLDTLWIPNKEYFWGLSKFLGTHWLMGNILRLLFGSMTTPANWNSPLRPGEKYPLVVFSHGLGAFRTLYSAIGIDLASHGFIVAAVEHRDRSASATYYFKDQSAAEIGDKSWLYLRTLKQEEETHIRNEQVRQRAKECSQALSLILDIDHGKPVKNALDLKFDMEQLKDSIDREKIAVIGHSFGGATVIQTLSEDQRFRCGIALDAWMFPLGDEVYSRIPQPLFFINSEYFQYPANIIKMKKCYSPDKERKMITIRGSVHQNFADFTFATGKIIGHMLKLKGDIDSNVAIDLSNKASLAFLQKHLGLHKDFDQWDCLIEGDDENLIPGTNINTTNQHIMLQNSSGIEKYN
# PAFAH1B2 inh = PAFAH1B2 (human) inhibition. P68402. recombinant PAFAH1B2, FP-rhodamine activity probe, fluorescence polarization. inhibition, % at 3.39 µM. hit rate 1.2% among 340,000. AID 492953;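 active = inhibition above the mean of all tested compounds plus 3 SD, cut at about 24% in these data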;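 note: 0% = enzyme with DMSO and 100% = wells lacking PAFAH1B2; many of its hits are not listed in these tables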
# PREPL inh = inhibitors of human prolyl oligopeptidase-like enzyme PREPL; Q4J6C6; recombinant PREPL, fluorescence polarization activity-based probe; inhibition, % at 5.96 µM; hit rate 0.68% among 320,000; AID 2751; in the data active = inhibition above about 43%;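 note: 0% = enzyme with DMSO and 100% = wells lacking enzyme; many of its hits are not listed in these tables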
# LYPLA2 inh = blocks human lysophospholipase 2, a PME1 counter-screen. inhibition, % at 5.9 µM. recombinant LYPLA2, FP-Rh probe fluorescence polarization. O95372. hit rate 0.38% among 320,000;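 active = inhibition above the screen-wide mean plus 3 SD, limit set per campaign, cut at about 26% in these data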;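 note: 0% = LYPLA2 with DMSO and 100% = wells lacking LYPLA2 enzyme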
# GSTO1 inh = blocks human GSTO1 in RBBP9 counter-screen; P78417; recombinant GSTO1, activity-based probe fluorescence polarization; inhibition, % at 5.96 µM; hit rate 1.1% among 300,000; AID 1974;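 active = inhibition above the campaign mean inhibition plus 3 SD, cut at about 35% in these data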;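 note: 0% = GSTO1-1 with DMSO and 100% = wells lacking GSTO1-1 enzyme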
# PME-1 primary = PME-1 (human) inhibition; recombinant PME-1, FP-Rh probe fluorescence polarization; inhibition, % at 5.9 µM; hit rate 0.53% among 320,000;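 active = inhibition above the campaign mean of all compounds plus 3 SD, cut at about 26% in these data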;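 note: competitive labeling of PME-1 active site by serine hydrolase directed probe; 0% = PME-1 with DMSO and 100% = wells lacking PME-1 enzyme; inhibitors block probe labeling so polarization falls and inhibition rises; many of its hits are not listed in these tables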
# Target sequence (Q9Y570 whole entry, looked up): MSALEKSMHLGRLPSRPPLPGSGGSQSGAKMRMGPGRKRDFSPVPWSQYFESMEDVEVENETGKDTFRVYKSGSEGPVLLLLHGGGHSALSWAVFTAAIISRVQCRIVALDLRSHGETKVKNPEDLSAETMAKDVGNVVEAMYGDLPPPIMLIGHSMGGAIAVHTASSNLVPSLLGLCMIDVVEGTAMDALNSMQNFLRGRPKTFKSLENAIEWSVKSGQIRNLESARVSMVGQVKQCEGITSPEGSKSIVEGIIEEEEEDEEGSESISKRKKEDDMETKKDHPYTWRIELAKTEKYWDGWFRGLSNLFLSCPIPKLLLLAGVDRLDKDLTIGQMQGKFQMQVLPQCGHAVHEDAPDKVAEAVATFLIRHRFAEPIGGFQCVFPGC
# PAD4 inh = blocks human protein arginine deiminase 4; AID 485272; recombinant PAD4, RCA probe fluorescence polarization; hit rate 0.41% among 330,000; inhibition, % at 6.36 µM; Q9UM07;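 active = percent inhibition above a cutoff equal to the mean of all tested compounds plus 3 SD, cut at about 15% in these data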;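 note: 0% = PAD4 with RCA probe and DMSO and 100% = probe without PAD4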
# PAFAH1B3 FP inh = inhibitors of human PAFAH1B3. Q15102. recombinant PAFAH1B3, FP-rhodamine probe, fluorescence polarization. inhibition, % at 3.39 µM. hit rate 0.28% among 340,000;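 active = inhibition above the screen-wide average of all tested compounds plus 3 SD, cut at about 25% in these data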;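 note: 0% = enzyme with DMSO only and 100% = wells lacking PAFAH1B3 protein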
# Numbers without * were called inactive; / = no result given.
SMILES,LYPLA1 inh,pPAFAH inh,PAFAH1B2 inh,PREPL inh,LYPLA2 inh,GSTO1 inh,PME-1 primary,PAD4 inh,PAFAH1B3 FP inh
COCCN(C(=O)COC(=O)c1ccccc1Oc1ccccc1)c1c(N)n(Cc2ccccc2)c(=O)[nH]c1=O,-1,11,-6,11,0,4,4,-1,-2
CCCN1C(=O)c2ccc(C(=O)Nc3ccccc3C(=O)O)cc2C1=O,-4,4,4,-7,1,-7,-37,-1,3
O=S(=O)(NCC(Nc1ccc(Cl)cc1)c1ccccc1)c1ccccc1 (centres undefined),-8,2,17,-2,-3,26,-3,1,7
CCN(CC)CCN(C(=O)CCS(=O)(=O)c1ccccc1)c1nc2cc(C)cc(C)c2s1,-2,3,3,3,2,8,-2,1,1
CN(C)CCN(Cc1cc2cc3c(cc2[nH]c1=O)OCCO3)C(=S)NCC1CCCO1 (centres undefined),0,5,8,10,-3,3,6,0,7
O=C(Nc1ccc(NC(=S)NC(=O)c2ccco2)cc1)c1ccccc1,-9,-1,-1,-6,-20,4,-23,-3,0
O=C(O)C1Cc2[nH]cnc2C(c2ccc(F)cc2)N1 (centres undefined),-2,4,-4,3,-1,5,-2,-3,0
Cc1ccccc1C(=O)NC(=S)NCc1cccnc1,-2,3,-4,-9,-5,-4,-1,-2,-3
Cn1c(=O)c2c(SCC(=O)N3CCOCC3)nc(-c3ccccc3Cl)nc2n(C)c1=O,0,1,-1,6,4,-3,2,0,-2
CCC(=O)Nc1ccc(C(=O)Nc2cccc(OC)c2)cc1,-2,2,0,-2,3,1,-2,-7,5
Cc1c(NS(=O)(=O)CC23CCC(CC2=O)C3(C)C)c(=O)n(-c2ccccc2)n1C (centres undefined),0,4,8,8,4,-1,1,-2,7
CCCCCCn1c(COc2ccccc2F)nnc1SCC(=O)c1c(N)n(C)c(=O)n(C)c1=O,-1,6,/,7,0,0,-2,-4,/
C=CCSc1nc(C)cc(C(=O)OCC)c1C#N,2,-2,5,15,1,-3,1,-2,2
Cc1ccccc1-n1c(SCC(=O)Nc2ccccc2)nc2nc3c(cc2c1=O)CCCC3,-4,3,3,2,-6,-3,8,2,-2
O=C(N/N=C/c1ccccc1C(=O)O)c1ccncc1,3,-1,4,1,8,-2,3,-5,-4
CCCCC(=O)Nc1cc(NC(=O)CC)ccc1Cl,2,3,2,1,5,2,0,2,-1
O=C1N(Cc2cccc(Cl)c2)C[C@@H]2C[C@@H](c3ccco3)N3CCC[C@@]123,0,-2,3,-3,1,-5,-1,1,2
COc1ccc(-c2nc(CS(=O)CC(=O)NC3CCCC3)c(C)o2)cc1OC (centres undefined),2,0,-2,6,-2,4,-4,-2,8
Cc1ccc(S(=O)(=O)N2CCC(C(=O)OCC(=O)NC(C)c3ccc(F)cc3)CC2)cc1C (centres undefined),-1,11,7,13,3,/,9,-3,0
Cc1cc(C)c(O)c(-c2cc(C(=O)Nc3c(C)n(C)n(-c4ccccc4)c3=O)[nH]n2)c1,-3,-6,2,8,-11,-2,-8,-4,5
COc1cccc(CNS(=O)(=O)c2ccc3c(c2)N(C(C)=O)CCO3)c1,1,8,0,-5,2,6,10,2,7
Cc1ccc(NC(=O)c2ccc(S(=O)(=O)NCc3ccco3)cc2)cc1,0,-3,2,-6,7,-3,-2,-3,-9
CC(=O)NCc1cn2c(C)csc2n1,-1,-1,2,-3,0,1,-1,3,-6
Cc1cc(C)nc(NC(=O)c2c(-c3ccccc3Cl)noc2C)c1,1,-2,2,10,9,-2,1,0,4
COc1ccccc1NC(=O)Cc1csc(N)n1,1,0,-1,-1,0,1,0,2,3
COCCn1c(C)c(C)c(S(=O)(=O)c2ccccc2)c1N,16*,13,41*,15,17,13,16,28*,41*
CC(=O)N1c2ccc(S(=O)(=O)NCCC(=O)NCCc3ccc(C)cc3)cc2CC1C (centres undefined),1,1,5,7,5,10,5,5,4
Cc1ccc(NC(=O)c2ccc3c(=O)n4c(nc3c2)CCCCC4)cc1F,-12,-3,2,-2,-9,-6,-12,-5,1
Clc1nc(Nc2ccccc2)nc(Nc2ccccc2)n1,-6,-3,-2,12,-6,-8,-7,-3,-4
Cc1ccccc1OCC(=O)NCCS(=O)(=O)N1CCN(c2ccc(F)cc2)CC1,1,4,10,-15,7,17,-5,-2,-4
COc1ccc(C2CC(=O)Oc3cc(O)ccc32)cc1 (centres undefined),/,1,2,/,/,/,/,0,0
Cc1cc(NC(=O)CSc2nc(=O)cc(N)n2-c2ccc(Cl)cc2)no1,0,-1,2,-5,-1,0,0,-1,6
CCc1ccc(S(=O)(=O)Nc2ccccn2)cc1,1,3,4,-7,-4,5,-1,-3,11
Clc1ccc2nc(C3CCN(Cc4nnnn4C4CCCCC4)CC3)[nH]c2c1,-1,5,6,7,-1,-2,-8,3,2
Cc1cc(NC(=O)c2cc(-c3ccc(C)s3)nc3ccccc23)no1,-6,3,-2,0,-4,-6,-4,2,-4
Cc1oc(C(=O)O)cc1COc1ccc2c3c(c(=O)oc2c1C)CCC3,4,8,-4,9,-1,6,-10,-1,2
CCOc1ccc(S(=O)(=O)N2CCCC(C(=O)N3CCOCC3)C2)cc1 (centres undefined),-3,0,9,5,3,3,6,-4,7
COc1cccc(NC(=O)C2CCN(S(C)(=O)=O)CC2)c1,3,2,-2,9,-3,-3,3,1,3
c1ccc2c(c1)NCC1CCCN21 (centres undefined),-1,12,0,28,3,-104,-2,-6,7
CC(C)c1ccccc1NS(=O)(=O)N(C)C,-1,-4,0,1,4,2,3,3,5
COC(=O)c1ccc(NC(=O)C2C3CCC(C3)C2C(=O)O)cc1 (centres undefined),2,3,2,7,-2,0,0,-1,1
COc1cc(C(C)=O)ccc1Oc1cc(NN2CCCCC2)c([N+](=O)[O-])cc1[N+](=O)[O-],-1,-1,1,11,-2,18,3,3,11
Cc1cccc(NC(=O)CCC(=O)NCCO)c1,-6,-1,3,8,0,1,-1,-5,-4
COc1ccc(CCNC(=S)N2CCN(S(=O)(=O)c3ccc(C)cc3)CC2)cc1,-1,-5,1,3,2,23,3,-2,3
O=C(CCS(=O)(=O)c1ccccc1)Nc1nc2cc3c(cc2s1)OCO3,5,-1,1,0,3,-11,0,-4,-6

# The closing 2 records of the section before lead into the next.
SMILES,LYPLA1 inh,pPAFAH inh,PAFAH1B2 inh,PREPL inh,LYPLA2 inh,GSTO1 inh,PME-1 primary,PAD4 inh,PAFAH1B3 FP inh
COc1ccc(CCNC(=S)N2CCN(S(=O)(=O)c3ccc(C)cc3)CC2)cc1,-1,-5,1,3,2,23,3,-2,3
O=C(CCS(=O)(=O)c1ccccc1)Nc1nc2cc3c(cc2s1)OCO3,5,-1,1,0,3,-11,0,-4,-6
Cc1cccc2c1CC(C)(C)NC2=C(C#N)C#N,1,0,-1,6,-4,-6,-2,-4,2
COc1ccc(N(Cc2cc3cc(OC)ccc3[nH]c2=O)C(=O)C2CCCO2)cc1 (centres undefined),0,3,2,-1,5,2,-2,3,0
CCCN=C(C)C1=C(O)c2ccccc2C1=O,-3,-5,3,-8,3,-1,-5,-1,2
CC1(C)C2CC=C(/C=N/NC(=O)c3ccccc3O)C1C2 (centres undefined),-2,0,11,-3,-2,1,4,-2,1
COc1cc(C(=O)NCCC(=O)NCCCN2CCCCC2C)cc(OC)c1OC (centres undefined),-3,2,0,0,-5,-1,-4,0,9
O=C(CCS(=O)(=O)c1ccc2c(c1)NC(=O)CO2)NCCc1ccc(Cl)cc1,-2,8,18,7,2,17,4,1,11
COc1ccc2c(c1)CC1c3c(cc4c(c3-2)OCO4)CC[N+]1(C)[O-] (centres undefined),-2,10,0,55*,2,15,1,-3,-6
O=C(NCC(c1ccco1)N1CCCC1)c1cccc(S(=O)(=O)N2CCOCC2)c1 (centres undefined),0,-1,-1,11,1,/,3,-7,6
CCc1ccccc1Nc1nc(N)nc(CSc2nnnn2C)n1,0,1,-4,-5,6,3,3,-1,-4
C=CCOC(=O)C1=C[C@@H](c2ccc(C(F)(F)F)cc2)[C@H](CCCO)[C@@H](OCC)O1,3,4,14,1,2,12,-5,0,9
Cc1ccc(S(=O)(=O)N2CCOCC2)cc1C(=O)OCC(=O)NC1CCCC1,/,2,8,11,/,/,/,-3,4
CCOc1ccccc1N=C1SC(CC(=O)Nc2ccc(OC)cc2OC)C(=O)N1CCC1=CCCCC1 (centres undefined),-6,-1,-3,6,-5,-10,2,-6,-9
Cc1ccc(C(C)C)c(OCC(=O)NN2C(=O)c3ccccc3C2=O)c1,2,1,4,-4,5,-2,-6,3,3
COc1ccc(OC)c(S(=O)(=O)N2CCN(CC(O)COc3ccccc3)CC2)c1 (centres undefined),0,5,5,-2,-6,-3,-5,-4,-1
N#Cc1ccc(C(=O)N2CCN(S(=O)(=O)c3ccc(Cl)s3)CC2)cc1,-2,8,10,4,0,/,5,-3,2
O=S(Cc1ccc(Cl)cc1)c1ncc(CO)n1Cc1ccccc1 (centres undefined),1,2,17,9,2,5,4,1,6
CC(=O)c1c(C)[nH]c(=S)c(C#N)c1-c1ccc(Cl)cc1,1,-4,/,1,-3,3,3,-6,/
Cc1cc(C(=O)NCc2ccc(S(N)(=O)=O)cc2)cs1,-1,8,2,12,-3,8,-10,-1,3
CCOc1c2ccc(C(=O)NCc3ccco3)cc2nn1CC,-1,5,4,2,-2,-1,0,5,8
CCc1c(C)nc2c(-c3ccccc3)c(C)nn2c1Nc1ccc(NC(C)=O)cc1,-2,11,/,7,-1,10,5,-3,/
O=C(C[C@@H]1C/C=C\C[C@H](Cc2ccc(F)cc2)C(=O)OCCNC1=O)N[C@H](CO)Cc1ccccc1,/,0,6,14,/,/,/,0,5
Cc1ccc(NCC(=O)N/N=C/c2cccc(Oc3ccccc3)c2)cc1,-10,15,1,3,-7,-2,9,-3,2
Cc1onc(-c2ccccc2)c1C(=O)N1CCc2ccccc21,0,7,0,-5,-2,5,5,-2,1
C/C(=N\NC(=O)c1ccncc1)c1cc2ccccc2o1,-1,1,-2,-6,-1,-2,-6,-3,6
O=C(COC(=O)CCc1c[nH]c(=O)[nH]1)Nc1ccccc1Cl,1,6,-2,7,3,7,-5,-1,-5
O=C(Cn1c(=O)n(Cc2ccc3c(c2)OCO3)c(=O)c2ccccc21)N1CCCc2ccccc21,-3,-9,-3,3,-9,-1,-5,-4,-4
CN(CC(=O)NCc1ccc(Cl)cc1)S(=O)(=O)c1cccs1,2,0,0,-1,7,5,0,3,3
Fc1ccc(-c2ccc(Nc3cccc(F)c3)nn2)cc1,-1,-6,0,-3,5,3,-2,8,0
O=C(CSc1nc2[nH]ncc2c(=O)[nH]1)c1ccc(Cl)cc1,-1,1,/,-6,0,5,-8,-3,/
CCCn1cnc2cc(NC(=O)c3cccs3)ccc21,-7,2,-1,6,-7,0,-3,-1,4
O=C1NC(=Nc2ccccc2)S/C1=C\c1cccn1-c1ccccc1,-5,20,0,19,-6,0,3,-10,-3
O=C(CN1CCN(c2ccccc2O)CC1)NC(=O)NC1CCCC1,-2,1,2,3,2,-8,-3,-4,4
CN(C)S(=O)(=O)c1ccc(Cl)c(C(=O)NC2CCN(Cc3ccccc3)C2)c1 (centres undefined),-3,5,0,-4,0,2,3,-3,0
COCCCNC(=O)c1sc2ncn(CC(=O)Nc3ccc(C)c(Cl)c3)c(=O)c2c1C,-11,0,-1,12,42*,-1,-5,-1,10
Cc1ccc(S(=O)(=O)c2c(C)cc(C)nc2Cl)c(C)c1,1,6,1,3,1,-4,9,0,6

# Only part of the results is shown; rates above refer to the full screens.
